Screening results as filed in PubChem.
All columns: NCI-60 one-dose screen, growth in % after 48 h at 10 µM unless noted; 100 = growth as untreated, 0 = no growth, -100 = all killed.
SF-539 – SF-539 CNS cancer; hit rate 6.8% among 81,000
PC-3 – PC-3 prostate cancer cells. hit rate 3.9% among 80,000. AID 1794754
HCC-2998 – HCC-2998 colon cancer; hit rate 4.7% among 79,000; AID 1794799
SNB-75 – SNB-75 CNS cancer. AID 1794750. hit rate 5% among 79,000
KM12 – KM12 colon cancer cells | hit rate 5% among 82,000 | AID 1794800
DU-145 – DU-145 prostate cancer | hit rate 4.2% among 81,000 | AID 1794760
SW-620 – SW-620 colon cancer; hit rate 5.2% among 82,000; AID 1794795
SNB-19 – SNB-19 CNS cancer cells | AID 1794751 | hit rate 2.5% among 81,000
HT29 – HT29 colon cancer. AID 1794748. hit rate 7.4% among 81,000
The depositor's hits bear a star; · = not tested or not shown; & = joins results of further samples; [ ] = dose if it differs, or a comment. Rule for the calls: active = growth percent below 10; inactive = the rest.

SMILES	SF-539	PC-3	HCC-2998	SNB-75	KM12	DU-145	SW-620	SNB-19	HT29
N#CCc1ccc(N)cc1	90	89	115	94	98	108	103	110	87
CCOC(=O)C1=C(Nc2ccc(Cl)c(C(F)(F)F)c2)C(=O)OC12C(=O)Nc1ccccc12 (centres undefined)	105	79	103	61	92	106	93	89	98
O=C1CC2(CCNCC2)Oc2cccnc21	102	100	112	86	106	114	103	100	108
O=[N+]([O-])c1ccc(Cl)c(Cl)c1	97	95	110	·	109	111	99	103	102
CC1=C2C(=C[C@@](C)(C=O)[C@@H]2O)C(=O)[C@](C)(O)C12CC2	-11*	6.5*	-25*	-3.5*	27	9.2*	10	21	4.2*
Cc1cccc(OP(=O)(Oc2cccc(C)c2)Oc2cccc(C)c2)c1	99	98	93	·	108	111	97	90	96
ClCCN(CCCl)c1nc(Cl)c(C2CC(c3ccccc3)=NN2c2cc(Cl)cc(Cl)c2)s1 (centres undefined)	101	94	105	96	100	107	98	99	101
O=C(C(=O)N1CCCC1)c1cn(Cc2ccccc2)c2ccccc12	98	77	92	79	102	99	94	91	94
Clc1ccc(Cl)c2ccccc12	100	99	106	·	109	122	112	100	109
COC[C@@H]1C[C@@]2(C)[C@@H](CC[C@@H]3[C@@H]2CC[C@]2(C)[C@@H](O)CC[C@@H]32)CC1=O	91	84	118	95	113	110	106	101	100
O=C(CC1(O)C(=O)Nc2ccc(Br)cc21)c1ccc(C(=O)NCC2CCC3(CC2)OOC2(CCCCC2)OO3)cc1 (centres undefined)	55	39	100	65	32	59	-13*	61	47
CNCCc1cc(OC)c(OC)c(OC)c1	94	94	100	96	101	108	100	94	92
CC(C)N=C(NC(C)C)N1CC1	103	112	103	95	110	122	110	115	111
CCN1CCc2ccccc2C1	110	·	125	69	109	110	88	·	109
CC(C)CCCCCCCO[P+](=O)OCCCCCCCC(C)C	103	103	106	88	·	109	97	101	109
CC[CH2][Pb]([CH2]CC)([CH2]CC)[O]C(=O)C(F)(F)F	-99*	·	-84*	-100*	-88*	-100*	-51*	·	-61*
CCC1(CC)C(=O)NC(=O)N(CCc2ccccn2)C1=O	101	111	·	95	106	110	104	107	108
O=c1[nH]c(S(=O)(=O)F)nc2nc[nH]c12	112	97	100	105	117	111	116	101	91
O=C(CBr)C(=O)CBr	107	90	94	79	106	105	106	101	101
COC(=O)c1cn(Cc2cn(S(=O)(=O)c3ccccc3)c3ccccc23)c2ccccc12	89	64	99	75	61	105	96	102	70
O=S(=O)(F)c1ccccc1	100	98	97	98	105	102	109	112	112
NC(Cc1ccccc1)Cc1ccccc1	107	93	109	96	110	119	89	106	115
CCOC(=O)NP(=O)(N1CC1)N1CC1	96	93	105	105	103	114	105	105	101
O=C(/C=C/c1ccc(F)cc1)c1nc2ccccc2n1Cc1ccc(Br)cc1	-93*	-39*	-98*	45	-25*	-42*	·	-64*	-33*
COc1ccc2nc3c(C)n(C)ccc-3c2c1	94	88	105	86	87	103	88	85	98
CCOP(=O)(OCC)/C(C#N)=C/c1ccoc1	101	93	99	98	129	127	120	87	108
N#CC(O)c1ccccc1 (centres undefined)	109	98	94	101	107	114	111	108	105
NC(Cc1ccccc1Cl)c1nn[nH]n1 (centres undefined)	103	96	117	97	98	109	109	102	100
O=C1NC(=O)C(=Cc2cn(C[C@H](O)Cn3c4ccccc4c(=O)c4ccccc43)c3ccccc23)C(=O)N1	100	85	96	96	102	108	99	91	93
CN1CCCCC1C(O)c1ccc(Cl)cc1 (centres undefined)	106	80	109	85	104	119	102	98	101
ClC(Cl)=C(Cl)C(Cl)=C(Cl)Cl	103	93	108	89	124	116	107	98	112
CC[C@H](C)[C@H](NC(=O)[C@H]1CCCCN1C)C(=O)N(C)[C@H](C[C@@H](OC(C)=O)c1nc(C(=O)NC23CC(C(=O)OC)(C2)C3)cs1)C(C)C	-22*	24	10	15	0.5*	-5.3*	39	29	-9.8*
NC(=O)C(Cl)Cl	107	97	120	96	110	108	113	99	116
CN1C2CCC1CC(OC(c1ccccc1)c1ccccc1)C2 (centres undefined)	108	94	92	50	102	110	98	114	71
Nc1c(Cl)cccc1C(=O)O	95	76	95	83	105	105	·	103	99
O=C(NCCc1ccccc1)c1ccc(N(CCCl)CCCl)cc1	101	80	101	98	91	107	102	104	111
Oc1c(Br)cccc1Br	102	·	117	91	104	106	97	116	130
c1ccc(CCCN2CCCCC2Cc2ccccc2)cc1 (centres undefined)	103	78	94	85	100	100	99	96	63
CO[C@@H]1[C@H](OC(=O)NC(=O)CCl)CC[C@]2(CO2)[C@H]1[C@@]1(C)O[C@@H]1CC=C(C)C	88	20	81	42	36	60	49	49	58
c1ccc2c(c1)O[As](O[As]1Oc3ccccc3O1)O2	-33*	37	66	1.6*	70	61	25	83	25
O=C1C=CC(=O)C2C1C1(Cl)C(Cl)=C(Cl)C2(Cl)C1(Cl)Cl (centres undefined)	62	44	·	40	39	70	65	74	77
C[Se]CC(O)C(=O)N1CCOCC1 (centres undefined)	·	92	101	89	106	111	110	103	93
O=[N+]([O-])c1ccc(CN2CCN(c3ccccc3)CC2)cc1	100	113	133	89	105	108	120	108	108
C[C@H]1CC[C@H]2NCCN[C@H]2C1	91	·	82	82	92	98	109	102	102
CC1CN1c1cc(O)c(N2CC2C)cc1O (centres undefined)	103	86	97	87	106	121	99	102	103
O=[N+]([O-])c1ccc(/C=C/C=C/C=C/C=C/c2ccc(S(=O)(=O)F)cc2Cl)c(Cl)c1	96	86	117	85	101	98	96	·	114
O=[N+]([O-])c1cccc2c([As](=O)(O)O)cccc12	87	106	104	83	100	119	102	94	100
O=[N+]([O-])c1cccc(P(=O)(O)O)c1	103	92	107	85	110	110	110	111	95
COc1cc(N(CCCl)CCCl)c(OC)cc1/C=N/NC(=O)CC(N)C(=O)O (centres undefined)	94	101	105	84	109	108	92	99	102
CC(=O)C1=CC[C@@]2(C)[C@@H](CC[C@@H]3[C@@H]2CC[C@]2(C)[C@@H](O)CC[C@@H]32)C1	110	94	112	113	105	107	102	108	79

Next part
SMILES	SF-539	PC-3	HCC-2998	SNB-75	KM12	DU-145	SW-620	SNB-19	HT29
O=C(CBr)c1cccnc1	103	96	100	82	105	112	103	110	116
c1ccc2c(CN3CCCCC3)c[nH]c2c1	110&115	110&95	118&106	103&87	105&111	114&111	96&105	105&102	102&92
CSc1cc(/C=C(\C)[C@@H]2C[C@@H]3O[C@]3(C)CCC[C@H](C)[C@H](O)[C@@H](C)C(=O)C(C)(C)[C@@H](O)CC(=O)O2)n(CCNC(=O)OC(C)(C)C)n1	54	39	55	44	23	58	31	70	28
C[C@]12CC[C@H]3[C@@H](CC[C@@H]4C[C@@H](O[C@@H]5O[C@H](CO)[C@@H](O)[C@H](O)[C@H]5O)CC[C@@]43C=O)[C@@]1(O)CC[C@@H]2c1ccc(=O)oc1	·	93	110	100	107	114	101	99	75
CCN(CC)CCC#N	100	91	102	·	112	119	109	104	109
C[C@]12CC[C@H](Cl)CC1=CC[C@@H]1[C@@H]2CC[C@]2(C)C(=O)CC[C@@H]12	104	95	111	93	102	115	100	·	109
C#CC(C)(O)CC (centres undefined)	92	94	109	101	105	107	98	101	105
CCN1CC2(COC)C(O)CC(OC)C34C5CC6(O)C(O)C5C(O)(C(O)C6OC)C(C(OC)C23)C14 (centres undefined)	104	96	110	104	109	111	101	105	108
N/C(=N\O)c1cccnc1	110	108	95	90	100	106	108	103	104
CC(C)C[C@H](NC(=O)CNC(=O)C[C@H]1O[C@@H]2OC3(C)CC[C@H]4[C@H](C)CC[C@@H]([C@H]1C)[C@@]24OO3)B(O)O	-93*	4.1*	-95*	-16*	-15*	42	1.5*	27	-56*
CC12CCC=CC1CCC1C2CCC2(C)C(c3ccc(=O)oc3)CCC12O (centres undefined)	-90*	-20*	-21*	-57*	-56*	-97*	-37*	-100*	-67*
CCCCOC1OCN(C2CCCCC2)CC1(C)C (centres undefined)	91	97	108	83	103	112	107	95	110
Nc1c(Cl)cc([N+](=O)[O-])cc1Cl	104	97	·	80	109	100	109	97	101
COC(=O)[C@@H](C)C[C@H](Cc1ccccc1)NC(=O)c1csc([C@@H](C[C@H](C(C)C)N(C)C(=O)[C@@H](NC(=O)[C@H]2CCCCN2C)C2CCCCC2)OC(C)=O)n1	-22*	5.7*	10	5.8*	2.9*	6.2*	19	65	-0.4*
O=C(NC1=NN(Cc2ccccc2)C(=O)C1)c1ccc(S(=O)(=O)F)cc1	108	·	105	107	108	110	98	108	97
C=CCC1(CC=C)C(=O)N(C)C(=O)N(c2ccccc2)C1=O	101	98	103	102	113	117	103	102	105
Nc1cc(Cl)ccc1O	96&103	72&65	116	83&105	82&87	101&92	113&122	108&104	111&113
CCC1CN1P(=O)(C(C)CC)N1CC1CC (centres undefined)	104	96	101	·	110	113	107	96	101
C[N+](C)(C)Cc1ccc(Cl)cc1	95	97	97	107	104	111	95	109	96
ClC1C(Cl)C(Cl)C(Cl)C(Cl)C1Cl (centres undefined)	100&100	93&88	103&104	86&91	110&98	110&107	98	98&105	94&98
C#Cc1cccc(NC(=O)Nc2ccc(NS(=O)(=O)F)cc2)c1	98[8.25 µM]	98[8.25 µM]	108[8.25 µM]	92[8.25 µM]	101[8.25 µM]	112[8.25 µM]	106[8.25 µM]	102[8.25 µM]	107[8.25 µM]
C=CC[Se]C(=O)CCc1ccccc1	92	92	101	87	85	103	89	97	100
CO[C@H]1c2c([nH]c3c4c(ccc23)OC(C)(C)C=C4)C(C)(C)[C@H]2C[C@]34CCCN3C(=O)[C@@]21NC4=O	100	107	105	120	97	109	104	95	103
O=S(=O)(CCl)C(Cl)(Cl)Cl	104	101	110	97	114	116	107	115	103
C[C@]12CCc3sc(-c4ccccn4)nc3C1=CC[C@@H]1[C@@H]2CC[C@]2(C)C(=O)CC[C@@H]12	94	97	120	98	106	103	102	99	115
COC(=O)NP(=S)(c1ccccc1)c1ccccc1	100	91	99	91	104	106	103	97	94
O=NNc1cccnc1	103	89	106	79	103	108	96	99	107
CCn1cc(C(=O)C2C(C)(C)C2(C)C)c2ccccc21	111	100	102	109	90	95	104	106	90

Filtered by structure, the compounds so far containing nitrogen in an aromatic ring
SMILES	SF-539	PC-3	HCC-2998	SNB-75	KM12	DU-145	SW-620	SNB-19	HT29
O=C1CC2(CCNCC2)Oc2cccnc21	102	100	112	86	106	114	103	100	108
ClCCN(CCCl)c1nc(Cl)c(C2CC(c3ccccc3)=NN2c2cc(Cl)cc(Cl)c2)s1 (centres undefined)	101	94	105	96	100	107	98	99	101
O=C(C(=O)N1CCCC1)c1cn(Cc2ccccc2)c2ccccc12	98	77	92	79	102	99	94	91	94
CCC1(CC)C(=O)NC(=O)N(CCc2ccccn2)C1=O	101	111	·	95	106	110	104	107	108
O=c1[nH]c(S(=O)(=O)F)nc2nc[nH]c12	112	97	100	105	117	111	116	101	91
COC(=O)c1cn(Cc2cn(S(=O)(=O)c3ccccc3)c3ccccc23)c2ccccc12	89	64	99	75	61	105	96	102	70
O=C(/C=C/c1ccc(F)cc1)c1nc2ccccc2n1Cc1ccc(Br)cc1	-93*	-39*	-98*	45	-25*	-42*	·	-64*	-33*
COc1ccc2nc3c(C)n(C)ccc-3c2c1	94	88	105	86	87	103	88	85	98
NC(Cc1ccccc1Cl)c1nn[nH]n1 (centres undefined)	103	96	117	97	98	109	109	102	100
O=C1NC(=O)C(=Cc2cn(C[C@H](O)Cn3c4ccccc4c(=O)c4ccccc43)c3ccccc23)C(=O)N1	100	85	96	96	102	108	99	91	93
CC[C@H](C)[C@H](NC(=O)[C@H]1CCCCN1C)C(=O)N(C)[C@H](C[C@@H](OC(C)=O)c1nc(C(=O)NC23CC(C(=O)OC)(C2)C3)cs1)C(C)C	-22*	24	10	15	0.5*	-5.3*	39	29	-9.8*
O=C(CBr)c1cccnc1	103	96	100	82	105	112	103	110	116
c1ccc2c(CN3CCCCC3)c[nH]c2c1	110&115	110&95	118&106	103&87	105&111	114&111	96&105	105&102	102&92
CSc1cc(/C=C(\C)[C@@H]2C[C@@H]3O[C@]3(C)CCC[C@H](C)[C@H](O)[C@@H](C)C(=O)C(C)(C)[C@@H](O)CC(=O)O2)n(CCNC(=O)OC(C)(C)C)n1	54	39	55	44	23	58	31	70	28
N/C(=N\O)c1cccnc1	110	108	95	90	100	106	108	103	104
COC(=O)[C@@H](C)C[C@H](Cc1ccccc1)NC(=O)c1csc([C@@H](C[C@H](C(C)C)N(C)C(=O)[C@@H](NC(=O)[C@H]2CCCCN2C)C2CCCCC2)OC(C)=O)n1	-22*	5.7*	10	5.8*	2.9*	6.2*	19	65	-0.4*
CO[C@H]1c2c([nH]c3c4c(ccc23)OC(C)(C)C=C4)C(C)(C)[C@H]2C[C@]34CCCN3C(=O)[C@@]21NC4=O	100	107	105	120	97	109	104	95	103
C[C@]12CCc3sc(-c4ccccn4)nc3C1=CC[C@@H]1[C@@H]2CC[C@]2(C)C(=O)CC[C@@H]12	94	97	120	98	106	103	102	99	115
O=NNc1cccnc1	103	89	106	79	103	108	96	99	107
CCn1cc(C(=O)C2C(C)(C)C2(C)C)c2ccccc21	111	100	102	109	90	95	104	106	90

A portion of the library; rates above refer to the full screens.
